# DT40 TDP1 CPT = qHTS for Inhibitors of human tyrosyl-DNA phosphodiesterase 1 (TDP1): qHTS in cells in presence of CPT | Potency, µM (doses to about 46.2 µM), for inactives: top-dose activity change, negative = growth inhibition, usual class: inhibitors | AID 686979, 2013 | chicken DT40 Tdp1-/-;hTDP1 cells + 20 nM CPT, ATP luminescence, 48 h | 420,000 tested, 12% active; further: nearly all actives have a fitted effect of over 55% in size
#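 Chicken DT40 Tdp1-/- cells stably complemented with human TDP1 were seeded at 400 cells/well in medium containing 20 nM camptothecin, exposed to pin-transferred compounds, and grown at 37 °C for at least 48 hr. Viability was read as ATP luminescence.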
# KAT2A inh = qHTS Assay for Inhibitors of GCN5L2. 390,000 tested, 0.21% active. Potency, µM (highest dose often 58.9 µM), inactives show at the highest dose activity change, negative = inhibition, hits mostly inhibitors. GCN5L2 HAT assay, ThioGlo1 CoA-SH fluorescence. AID 504327, 2011. Histone acetyltransferase KAT2A (Homo sapiens), Q92830
# Target sequence (Q92830 whole entry, looked up): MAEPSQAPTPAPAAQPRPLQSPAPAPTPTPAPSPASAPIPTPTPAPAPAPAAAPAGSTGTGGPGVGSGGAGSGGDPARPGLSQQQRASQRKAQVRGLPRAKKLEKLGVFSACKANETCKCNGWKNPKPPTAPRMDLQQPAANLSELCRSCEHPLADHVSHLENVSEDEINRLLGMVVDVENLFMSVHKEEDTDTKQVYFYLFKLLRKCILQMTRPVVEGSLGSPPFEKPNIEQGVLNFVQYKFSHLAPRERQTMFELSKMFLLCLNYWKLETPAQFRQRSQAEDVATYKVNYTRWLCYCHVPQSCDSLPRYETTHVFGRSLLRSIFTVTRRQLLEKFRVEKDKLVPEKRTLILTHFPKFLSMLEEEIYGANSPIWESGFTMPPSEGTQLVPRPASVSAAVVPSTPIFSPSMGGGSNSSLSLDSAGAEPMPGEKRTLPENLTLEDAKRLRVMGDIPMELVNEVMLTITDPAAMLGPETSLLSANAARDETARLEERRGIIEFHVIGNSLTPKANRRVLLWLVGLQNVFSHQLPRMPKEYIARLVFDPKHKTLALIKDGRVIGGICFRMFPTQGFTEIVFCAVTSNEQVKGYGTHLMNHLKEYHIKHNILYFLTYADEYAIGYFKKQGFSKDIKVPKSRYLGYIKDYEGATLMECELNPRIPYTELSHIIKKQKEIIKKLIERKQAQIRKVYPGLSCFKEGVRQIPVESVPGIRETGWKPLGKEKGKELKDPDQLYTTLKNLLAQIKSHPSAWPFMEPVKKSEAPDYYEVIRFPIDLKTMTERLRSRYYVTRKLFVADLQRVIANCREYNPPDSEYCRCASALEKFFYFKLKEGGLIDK
#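 Free CoA generated was detected with ThioGlo1 (50uM) fluorescence at Ex340nm/Em540nm, read immediately and after 20 min at room temperature. Enzyme, 20 nM in HEPES pH 7.5 buffer, saw compounds 15 min before adding 75uM H3(1-25) peptide and 70uM acetyl-CoA.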
# TDP1 cell noCPT = qHTS for Inhibitors of human tyrosyl-DNA phosphodiesterase 1 (TDP1): qHTS in cells in absence of CPT | DT40 Tdp1-/- hTDP1 cells, no CPT, ATP luminescence, 48 h | Potency, µM (doses to about 46.2 µM), without a hit: at the highest dose activity change, negative = growth inhibition, usual class: inhibitors | 420,000 tested, 15% active | AID 686978, 2013; further: nearly all actives have a fitted effect of over 55% in size
#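 Compound effects on proliferation are scored in DT40 Tdp1-/-;hTDP1 cells in the absence of CPT. ATP levels (CellTiter-Glo luminescence) are recorded after a ≥48 hr, 37 °C incubation.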
# * marks the source's active call; other numbers are inactive results; u = inconclusive; x = not tested or not shown; [ ] = dose if it differs, or a comment. The call rests on the fitted dose curve; in most records, active means well fitted curve in the direction sought with a large enough effect; inconclusive means small, poorly fitted or top-dose-only effect, or another doubt; inactive means no such curve, though single readings can be large; an effect the other way counts as inactive or inconclusive. On the % scale 0 is the no-effect control and ±100 the full control effect; potency means the concentration at half of the fitted maximal effect.
# Values run as follows: TDP1 cell noCPT, DT40 TDP1 CPT, KAT2A inh
CN(C(=O)COC(=O)c1cc(-c2ccc(Cl)s2)nc2ccccc12)C1CCS(=O)(=O)C1 (stereo unspecified)
  2%, 2%, -11%
CC(NC(=O)c1ccc(C(C)(C)C)cc1)C(c1cccs1)N1CCOCC1 (stereo unspecified)
  u, u, -6%
COc1ccc(S(=O)(=O)CCC(=O)NCCc2ccc(Cl)cc2)cc1
  -12%, -21%, -4%[0.501 µM]
Cc1ccc(NS(=O)(=O)c2ccc3[nH]c4c(c3c2)CCCCCC4)cc1
  u, 26µM*, -11%
O=[N+]([O-])c1ccc(NN=CCCc2ccccc2)nc1
  -14%, -9%, x
Cc1cccc(CC2S/C(=N/N=C/c3ccco3)N(c3ccccc3)C2=O)c1 (stereo unspecified)
  4%, 1%, -3%
O=C(CCS(=O)(=O)c1cccc2nonc12)NCCc1ccccc1Cl
  -17%, u, 3%
Cc1nn2c(N3CCN(C4CCCC4)CC3)cc(C(C)(C)C)nc2c1-c1ccccc1
  -9%, -15%, -2%
CN(C(=O)COc1ccc(Br)cc1Cl)C1CCCCC1
  u, u, -2%
CSc1nc(N2CCN(Cc3ccc4c(c3)OCO4)CC2)c2ccccc2n1
  u, u, 1%
Cc1cnc(CNc2ccnc(-c3ccccc3Cl)n2)cn1
  -5%, 9%, 6%
CSCCC(NC(=O)COc1ccccc1)C(=O)N1CCC(C(N)=O)CC1 (stereo unspecified)
  3%, 11%, -6%
O=C(O)CC1c2ccccc2S(=O)(=O)N1Cc1ccccc1 (stereo unspecified)
  -7%, -15%, 41%[activator]
CC1CCN(S(=O)(=O)c2cccc(C(=O)N(Cc3ccccc3)c3ccccn3)c2)CC1
  u, u, -2%
O=C(COC(=O)CCc1nc2ccccc2c(=O)[nH]1)Nc1ccccc1OC(F)F
  18%, 3%, -2%
O=C(Nc1ccc(-c2cn3ccsc3n2)cc1)C1CCCC1
  16µM*, 15µM*, -11%
O=C(Nc1ccc2ccccc2c1)C(C1CC1)n1c(=O)c(-c2cc3ccccc3[nH]2)nc2ccccc21 (stereo unspecified)
  u, u, x
Cc1ccc2c(C(=O)CN3CCCCC3)c(C)[nH]c2c1
  17%, 4%, -7%
CN(Cc1cn(-c2ccccc2)nc1-c1ccc(F)cc1)C(=O)CCC(=O)O
  -11%, -14%, 3%
CC(=O)Nc1ccc(-c2csc(NCc3ccccc3)n2)cc1
  u, -17%, 2%
CCOc1ccccc1NC(=O)c1c(Br)cnn1C
  -2%, -19%, -4%
O=C(CSc1nnc(Cc2ccccc2)o1)NCc1ccco1
  -19%, -10%, 1%
COc1ccc(Br)cc1CN(C)C(=O)c1ccccc1SCC(=O)N1CCCC1
  u, u, x
Cc1cc2ncn(C(=O)N3CCCC3)c2cc1C
  2%, 8%, -6%
COc1cccc(Nc2ccc([N+](=O)[O-])c3nonc23)c1
  -12%, u, -10%
CC(C)(C)Cc1nnc(NS(=O)(=O)c2ccccc2)s1
  0%, 4%, -7%
COc1cc(OC)cc(C(=O)NCC(=O)NC(C)c2ccccc2)c1 (stereo unspecified)
  0%, -10%, -6%
CCOC(=O)c1c(C)sc2c1N(C(=O)CN(CC)CC)c1ccccc1S2
  21µM*, u, -2%
CC(=O)N1CCC(C(=O)Nc2ccc(S(=O)(=O)N3CCCC(C)C3)cc2)CC1 (stereo unspecified)
  u, u, -2%
CCN1C(=O)/C(=C/c2ccc(N3CCCC3)cc2)NC1=S
  23µM*, 23µM*, -13%

# Later entries
# Values run as follows: TDP1 cell noCPT, DT40 TDP1 CPT, KAT2A inh
Cc1nc2ccc(NC(=O)CSc3ccccc3)cc2s1
  u, u, -2%
COC(=O)c1cccc2nc3c(C(C)O)cccc3nc12 (stereo unspecified)
  u, -29%, u
COc1ccc(C/C(O)=C(\C#N)c2nc3ccccc3[nH]2)cc1OC
  -14%, -21%, -3%
O=C(CN1C(=O)CSc2ccc(S(=O)(=O)N3CCCCCC3)cc21)NCCc1ccccc1
  23µM*, u, x
Cc1ccc(C(C(=O)NC2CCCC2)N(C(=O)CNC(=O)c2cccs2)c2cccnc2)o1 (stereo unspecified)
  -3%, 11%, -1%
CCN(CC(=O)Nc1ccc(NC(C)=O)cc1)C(=O)c1ccccc1SCC(=O)N1CCCC1
  -7%, -21%, -3%
O=C(/C(=C/c1ccccc1)n1cncn1)c1ccc(Cl)cc1Cl
  u, 6%, 3%
O=C(O)CSc1nc2sc3c(c2c(=O)n1-c1ccccc1)CCC3
  -28%, 2%, u
CCOC(=O)CCC(NC(=O)CCC(=O)NC(CCC(=O)OCC)C(=O)OCC)C(=O)OCC (stereo unspecified)
  -2%, 1%, 0%
Cn1c(CN2CCOCC2)nc2cc(NC(=O)c3ccccc3Cl)ccc21
  -15%, -14%, -4%
Cc1ccc(NC(=O)c2cc([N+](=O)[O-])ccc2N2CCCC2)cc1
  -19%, -1%, -10%
O=S(=O)(c1ccccc1)N1CCC[C@@]2(CCN(Cc3nccs3)C2)C1
  u, u, -13%
COc1ccc(OC)c(NC(=O)CSc2nc3n[nH]c(C)c3c(=N)n2-c2cccc(Cl)c2C)c1
  16µM*, u, -13%
COc1ccc(NC(=O)CN(c2ccccc2OC)S(=O)(=O)c2cccs2)cc1Cl
  15µM*, u, -6%
Cn1c(=O)c([N+](=O)[O-])c(NC2CCS(=O)(=O)C2)c2ccccc21 (stereo unspecified)
  3%, -1%, -4%
OCC[C@@H]1C[C@H](O)[C@@H](O)[C@]2(OCCc3cc(C(F)(F)F)ccc32)O1
  -28%, -25%, x
Cc1cc(C(=O)CSc2nc3ccccc3o2)c(C)n1C1CC1
  15µM*, 21µM*, 5%
COc1ccc(CN2COc3ccc4c(-c5ccccc5)cc(=O)oc4c3C2)cc1
  16µM*, u, -9%
CCN(CC(=O)Nc1ccc2c(c1)OCCO2)CC(=O)Nc1ccc(C)c([N+](=O)[O-])c1
  u, u, -5%
Nc1nonc1-n1nnc(C(=O)N/N=C/c2ccc(Cl)cc2)c1-c1ccc2c(c1)OCO2
  -10%, -20%, -10%
C=CCNC(=O)c1ccc(C2SCC(=O)N2Cc2ccco2)cc1 (stereo unspecified)
  -9%, 8%, -10%
COc1ccc(CCNC(=O)C(=O)NCC2OCCN2S(=O)(=O)c2ccc(OC)c(OC)c2)cc1OC (stereo unspecified)
  u, -3%, 1%
COc1ccc(NC(=O)CN(c2ccc(OC)c(Cl)c2)S(=O)(=O)c2ccccc2)c(OC)c1
  23µM*, u, 2%
O=C(Nc1ccccc1)C1CCN(S(=O)(=O)c2cccs2)CC1
  14%, -15%, 0%
COC(=O)c1ccc(CSc2nnc(-c3c[nH]c4ccccc34)n2-c2ccccc2)cc1
  16µM*, 21µM*, -2%
Cc1onc(-c2ccccc2Cl)c1C(=O)Nc1nnc(C2CCCCC2)s1
  u, u, x
C=CCn1c(SCC(=O)NC(=O)c2cccc([N+](=O)[O-])c2)nnc1-c1ccccc1
  -9%, -10%, 5%
COc1ccc(N(C)S(=O)(=O)c2cccc(C(=O)NCC3CCCCC3)c2)cc1
  13µM*, 23µM*, -5%
O=c1[nH]cc(CCc2ccccc2)c2ncncc12
  u, u, x
CC(=O)N1CCC[C@H]1C(=O)O
  -2%, -17%, 4%

# (cont.)
# Values run as follows: TDP1 cell noCPT, DT40 TDP1 CPT, KAT2A inh
COc1cccc(NC(=O)C2(C)CCCN2C(=O)C(C)C)c1 (stereo unspecified)
  27%, 0%, x
CC1CCCCC12NC(=O)N(CC(=O)N1CCN(C(=O)c3cccs3)CC1)C2=O (stereo unspecified)
  -17%, 4%, -3%
CS(=O)(=O)c1ccc(Cl)c(NC(=O)COC(=O)c2ccc(S(=O)(=O)N3CCCC3)cc2)c1
  -12%, -4%, -2%
Cc1nnc(N2C(=O)C(O)=C(C(=O)c3ccco3)C2c2ccc(F)cc2)s1 (stereo unspecified)
  -4%, -19%, 1%
CCC1CCCCN1S(=O)(=O)c1c(C)n(C)c(=O)n(C)c1=O (stereo unspecified)
  -11%, 11%, -5%
CCCOc1ccc(CSc2ncn[nH]2)cc1
  5.8µM*, 4.6µM*, -7%
CC1(C)CCCN(C(=O)c2ccc3c(c2NCCO)C(=O)c2ccccc2C3=O)C1
  u, u, -6%
COc1cccc(C(=O)NNS(=O)(=O)c2ccc(F)cc2)c1
  -11%, 0%, -3%
C[C@@H]1CN([C@H](C)CO)C(=O)CCCn2nncc2CO[C@H]1CN(C)S(=O)(=O)c1ccccc1F
  -6%, -10%, x
CN1CCN(c2ccc(CNS(=O)(=O)c3cccc(F)c3)cc2)CC1
  u, -3%, -1%
COc1ccc(-c2nsc(NC(=O)c3oc4ccc(Cl)cc4c3C)n2)cc1
  -4%, 15%, -4%
CC(=O)Nc1cccc(OCCCOc2cccc([N+](=O)[O-])c2)c1
  u, u, x
COc1ccc([N+](=O)[O-])cc1N(CC1CO1)S(=O)(=O)c1ccc(C)cc1 (stereo unspecified)
  u, u, -3%
CNC(=O)NC(=O)CSc1ncc(C(F)(F)F)cc1Cl
  -1%, -6%, -2%
CCn1nnnc1SCC(=O)NCc1ccco1
  -7%, -3%, -5%
CCCCC(c1nnnn1CC1CCCO1)N1CCN(c2cc(Cl)ccc2C)CC1 (stereo unspecified)
  16µM*, u, -10%
COc1ccc(OCCCC(=O)OCC(=O)NNC(=O)c2ccc([N+](=O)[O-])cc2)cc1
  5%, 10%, -24%
CCOc1cc2[nH]c(=S)n(Cc3ccc(C)o3)c(=O)c2cc1OCC
  -30%, 29µM*, -16%
CCCCC(CC)CO (stereo unspecified)
  -4%, u, -8%
Cc1ccc2c(c1)c1c(c(=O)n(-c3ccccc3C)c(=O)n1Cc1ccccc1F)n2C
  5.8µM*, 15µM*, 0%
CCOc1ccc(NC(=O)COC(=O)CNC(=O)c2ccc(-c3ccccc3)cc2)cc1
  u, -1%, 2%
COc1cc(C(=O)Nc2nc(-c3ccc(F)cc3)cs2)ccc1OCC(=O)N1CCOCC1
  12µM*, 18µM*, -4%
O=C(c1ccsc1)N1CCCC(Nc2ccc(F)c(F)c2)C1 (stereo unspecified)
  -4%, 31%[activator], -4%
Clc1ccc(N=c2ssnc2Cl)nc1
  2.6µM*, 3.3µM*, -1%
CCN(CC)S(=O)(=O)c1ccc(/C=C/C(=O)OCC(=O)Nc2cccnc2Cl)cc1
  -3%, -1%, -4%
O=C(NCc1ccco1)Nc1ccc(OC(F)(F)F)cc1
  u, -18%, 1%
Cc1ccc2c(c1)sc[n+]2Cc1ccccc1
  13µM*, 13µM*, -5%
Cc1cc(C(=O)CCl)c(C)n1Cc1ccco1
  2.6µM*, 2.6µM*, -16%
COc1ccc2[nH]cc(CCNC(=O)C3CCCNC3=O)c2c1 (stereo unspecified)
  -4%, 6%, 2%
Cc1ccc(N2C(=O)[C@@H]3[C@H](C2=O)[C@H]2C=C(C(=O)c4ccccc4)C=CN2[C@@H]3C(=O)c2ccc(Cl)cc2)cc1
  -17%, 20%, 2%

# Retrieved by structure from above (seven):
# Values run as follows: TDP1 cell noCPT, DT40 TDP1 CPT, KAT2A inh
CCOc1ccc(NC(=O)COC(=O)CNC(=O)c2ccc(-c3ccccc3)cc2)cc1
  u, -1%, 2%
CC(=O)Nc1cccc(OCCCOc2cccc([N+](=O)[O-])c2)c1
  u, u, x
Cc1nnc(N2C(=O)C(O)=C(C(=O)c3ccco3)C2c2ccc(F)cc2)s1 (stereo unspecified)
  -4%, -19%, 1%
CCn1nnnc1SCC(=O)NCc1ccco1
  -7%, -3%, -5%
COc1cc(C(=O)Nc2nc(-c3ccc(F)cc3)cs2)ccc1OCC(=O)N1CCOCC1
  12µM*, 18µM*, -4%
CCOc1cc2[nH]c(=S)n(Cc3ccc(C)o3)c(=O)c2cc1OCC
  -30%, 29µM*, -16%
CCCCC(CC)CO (stereo unspecified)
  -4%, u, -8%

# (listing goes on)
# Values run as follows: TDP1 cell noCPT, DT40 TDP1 CPT, KAT2A inh
S=c1[nH]c(-c2ccccc2)cn1/N=C/c1ccc(Br)cc1
  4.6µM*, 3.7µM*, -3%
Cc1cc(C)cc(NC(=O)Nc2ccc3nc(N4CCN(C)CC4)cc(C)c3c2)c1
  21µM*, 23µM*, 20%
C=CCSc1nc2ccccc2c(=O)n1C1CCOC(C)(C)C1 (stereo unspecified)
  23µM*, 16µM*, 1%
O=C(Nc1nc(-c2cccc3ccccc23)cs1)c1cnccn1
  u, -20%, 0%

# Screening results deposited in PubChem BioAssay by National Center for Advancing Translational Sciences (NCATS).

# This is a subset, so the mix of outcomes need not match the whole.
